# Jurkat NFkB inh: inhibitors of induced NF-kB luciferase reporter, primary screen, TCR NF-kB activation inhibitor project, cell-based, luminescence, uHTS; Jurkat, PMA/ionomycin-induced NF-kB luciferase reporter; inhibition, % at 4 µM; actives 0.53% (n = 330,000); AID 435003, 2010; in the data active means inhibition above about 50%
# UBC13 inh: UBC13 polyubiquitin chain formation inhibitors, primary screen, biochemical, TR-FRET, uHTS. Ubiquitin-conjugating enzyme E2 N (Homo sapiens), P61088. inhibition, % at 20 µM. actives 0.47% (n = 330,000). AID 485273, 2010; in the data active means inhibition above about 45%, passing the limit was not always enough
# 697 NFkB inh: inhibitors of PMA/ionomycin-induced NF-kB reporter, 697 cells, primary screen, B-cell NF-kB inhibitor project, cell-based, luminescence, uHTS. actives 0.33% (n = 330,000). inhibition, % at 4 µM. 697 B-cell NF-kB luciferase reporter, 16 h; in the data active means inhibition above about 35%
# APJ antagonist: antagonists of human apelin receptor APJ, primary screen, CHO-K1 cells, beta-arrestin complementation, luminescence; P35414; inhibition, % at 20 µM; actives 0.32% (n = 330,000);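 active means inhibition above about 40% at 20 µM, limit read from the data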;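 further: cells challenged with 10 nM apelin-13 agonist together with compound; plate controls were apelin-13 plus DMSO wells for no effect and DMSO wells lacking apelin-13 for full effect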
# Target sequence (P35414 whole entry, looked up): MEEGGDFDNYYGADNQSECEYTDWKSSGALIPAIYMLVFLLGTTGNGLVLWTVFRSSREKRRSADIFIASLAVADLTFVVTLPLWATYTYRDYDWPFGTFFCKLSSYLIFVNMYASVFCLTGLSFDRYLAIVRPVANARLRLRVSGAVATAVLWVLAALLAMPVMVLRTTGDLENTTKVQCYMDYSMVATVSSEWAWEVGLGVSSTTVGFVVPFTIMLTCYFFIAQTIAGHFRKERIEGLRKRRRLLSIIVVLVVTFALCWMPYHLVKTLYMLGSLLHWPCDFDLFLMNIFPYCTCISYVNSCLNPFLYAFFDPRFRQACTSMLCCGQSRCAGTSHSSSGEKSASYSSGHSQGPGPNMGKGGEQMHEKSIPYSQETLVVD
# CXCR6 inh: CXCR6 receptor inhibitors, primary screen, cell-based, beta-arrestin, luminescence, CHO-K1 PathHunter, 1536-well | C-X-C chemokine receptor type 6 (Homo sapiens), O00574 | inhibition, % at 20 µM | actives 0.36% (n = 360,000); in the data active means inhibition above about 34%, passing the limit was not always enough;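 further: antagonist mode with CXCL16 agonist at 10 nM final; 0% = 10 nM CXCL16 with DMSO and 100% = unstimulated wells without agonist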
# Target sequence (O00574 whole entry, looked up): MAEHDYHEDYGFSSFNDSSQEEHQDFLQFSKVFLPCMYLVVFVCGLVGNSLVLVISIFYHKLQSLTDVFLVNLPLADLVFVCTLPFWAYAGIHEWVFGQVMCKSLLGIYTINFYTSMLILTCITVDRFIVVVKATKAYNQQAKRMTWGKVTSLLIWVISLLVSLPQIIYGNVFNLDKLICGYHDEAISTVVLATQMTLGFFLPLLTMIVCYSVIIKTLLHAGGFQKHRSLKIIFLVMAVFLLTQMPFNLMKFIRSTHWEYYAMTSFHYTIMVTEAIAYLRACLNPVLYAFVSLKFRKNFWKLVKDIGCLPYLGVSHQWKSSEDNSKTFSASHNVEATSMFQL
# CCR6 antag: CCR6 receptor antagonists, primary screen, cell-based, CHO-K1, luminescence, beta-arrestin, uHTS; C-C chemokine receptor type 6 (Homo sapiens), P51684; CHO-K1 CCR6 PathHunter beta-arrestin, CCL20-stimulated; inhibition, % at 20 µM; actives 0.49% (n = 340,000); AID 493098, 2011;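 active means compounds whose inhibition of the agonist-driven luminescence signal at 20 µM reaches about 50%, limit read from the data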;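 further: cells stimulated with CCL20 at 14 nM final; plate controls were DMSO with CCL20 for no effect and DMSO without agonist for full effect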
# EBI2 antag: EBI2 receptor antagonists, beta-arrestin recruitment, primary screen, cell-based, luminescence, 7a,25-OHC stimulation, uHTS; G-protein coupled receptor 183 (Homo sapiens), P32249; 7a,25-OHC stimulated; actives 0.81% (n = 360,000); inhibition, % at 5 µM; in the data active means inhibition above about 38%;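 further: enzyme fragment complementation signal reports receptor beta-arrestin coupling in cells; 0% = agonist plus DMSO wells and 100% = wells without agonist; some results beyond the cut were filed as inactive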
# Target sequence (P32249 whole entry, looked up, the tested form may be a part): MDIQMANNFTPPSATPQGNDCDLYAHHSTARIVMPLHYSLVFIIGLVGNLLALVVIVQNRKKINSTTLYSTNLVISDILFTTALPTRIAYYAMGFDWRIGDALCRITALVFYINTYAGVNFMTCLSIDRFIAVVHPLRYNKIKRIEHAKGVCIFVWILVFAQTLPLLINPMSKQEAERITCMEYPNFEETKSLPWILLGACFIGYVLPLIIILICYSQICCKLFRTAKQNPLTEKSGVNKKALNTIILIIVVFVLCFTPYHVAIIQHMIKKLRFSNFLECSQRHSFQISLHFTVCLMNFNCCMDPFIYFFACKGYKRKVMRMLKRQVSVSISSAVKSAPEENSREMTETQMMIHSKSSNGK
# Gli-Sufu block: Gli-Sufu pathway antagonists, primary screen, luciferase luminescence, Sufu-KO-LIGHT cells, uHTS; Sufu-KO-LIGHT fibroblasts, Gli luciferase reporter luminescence; inhibition, % at 5 µM; actives 0.74% (n = 340,000);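 active means inhibition above about 55%, limit read from the data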;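 further: 0% = DMSO-treated cells and 100% = wells with medium but no cells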
# Numbers without * were called inactive; . = no result given.
mol	UBC13 inh	Gli-Sufu block	APJ antagonist	CCR6 antag	697 NFkB inh	CXCR6 inh	Jurkat NFkB inh	EBI2 antag
Nc1c(C(=O)CSc2nc3ccccc3o2)c(=O)[nH]c(=O)n1C1CC1	-13.2	-14.8	-5.3	8.6	-323.4	-7.3	-39.6	-12.2
COc1ccc(NS(=O)(=O)c2ccc(NC(=S)NC(=O)c3ccc(F)cc3)cc2)nn1	-15.0	-7.0	23.9	-3.1	4.6	-7.3	-15.4	-1.4
O=C(C(=O)N1CCN(c2cccc(Cl)c2)CC1)c1cn(CC(=O)N2CCOCC2)c2ccccc12	4.7	10.5	3.8	10.4	2.4	7.7	11.4	-5.7
CN(CC(=O)O/N=C(\N)c1ccc([N+](=O)[O-])cc1)S(=O)(=O)c1ccc2ccccc2c1	4.1	0.9	-64.3	-14.1	7.7	-2.3	21.7	-12.1
CCN(CCO)C(=O)c1ccc2nc(Cc3cccc(Cl)c3)oc2c1	-12.1	8.7	-22.6	-0.9	-14.7	6.5	-26.3	5.7
Cc1cccc(-n2c(C)nc3sccc3c2=O)c1	-17.4	1.8	3.6	3.3	10.0	-1.4	-1.7	-4.8
Cc1cccc(C)c1NC(=S)NCc1ccccc1	-8.7	1.5	-15.8	-20.9	-12.5	-0.9	-9.2	2.9
CCc1ccc(NC(=O)CC2S/C(=N/N=C3CCCCCC3)NC2=O)cc1 (stereo unspecified)	-12.1	-9.7	17.2	1.3	-45.3	4.7	-9.8	-8.6
Cc1cc(C)n(C(=O)c2c([N+](=O)[O-])cnn2C)n1	3.3	-9.5	22.9	4.5	8.8	1.4	4.0	-7.9
Cc1cc(C)n(CC(O)COc2cccc(OCC(O)Cn3nc(C)cc3C)c2)n1 (stereo unspecified)	0.3	0.5	19.7	10.2	-1.6	3.6	12.7	5.3
Cc1ccc(Cn2nc(C)c(C(=O)N3CCN(S(=O)(=O)/C=C/c4ccccc4)CC3)c2C)cc1	-0.8	3.3	8.4	14.4	-19.1	15.4	25.9	9.1
NC(=O)c1ccsc1NC(=O)COC(=O)Cc1cccc2ccccc12	20.1	-15.4	-1.4	-15.4	-26.0	-22.2	8.0	0.5
COc1cccc(C(=O)/C=C/c2ccc(OCC#N)c(OC)c2)c1	8.8	6.2	-8.3	14.0	-12.9	8.0	9.3	15.0
O=C(Nc1ccc(Cl)cc1C(=O)Nc1ccncc1)c1ccco1	-0.8	6.3	-1.4	-7.0	-3.0	-0.8	9.9	-31.4
CCN(Cc1ccccc1)C(=O)CCS(=O)(=O)c1ccc2c(c1)CCN2C(C)=O	4.2	36.9	1.4	7.2	-5.5	6.3	4.9	1.6

# (continued)
mol	UBC13 inh	Gli-Sufu block	APJ antagonist	CCR6 antag	697 NFkB inh	CXCR6 inh	Jurkat NFkB inh	EBI2 antag
C=CCN(CC=C)C(=O)C1CCC(C(=O)N(CC=C)CC=C)CC1 (stereo unspecified)	1.1	-0.9	-4.2	25.1	0.9	6.8	-10.3	-3.5
CC1(c2ccc3c(c2)OCO3)NC(=O)N(CC(=O)NCCC2=CCCCC2)C1=O (stereo unspecified)	-7.6	-7.0	7.2	2.0	6.2	3.1	-3.1	-1.3
CC(C)N(Cc1nccn1C)C(=O)c1ccc2oc(CCCc3ccccc3)nc2c1	3.7	26.1	-44.9	12.7	-37.6	1.4	-3.7	-12.8
Cc1c(Cl)cccc1NC(=O)C(=O)NNS(=O)(=O)c1ccc(F)cc1	-14.5	-2.6	5.4	14.9	-37.0	-2.9	-27.7	4.6
CN(CC(O)COCc1ccc2c(c1)OCO2)C1CCCCC1 (stereo unspecified)	2.1	15.5	-6.8	3.6	30.5	-5.4	-3.0	-7.4
CC(Nc1ccc2c(c1)OCCO2)C(=O)N1c2ccccc2CC1C (stereo unspecified)	3.7	5.0	-11.7	6.2	8.9	-3.3	7.4	-7.2
C=CCn1c(SCC(=O)NCCO)nc2sc(C)c(C)c2c1=O	4.7	3.1	4.7	4.7	10.2	6.4	3.0	1.1
CCCN(C(=O)c1cn(-c2ccccc2)nc1-c1ccc(OC)cc1)C1CCS(=O)(=O)C1 (stereo unspecified)	7.1	-6.7	-59.8	2.7	-13.2	10.6	1.2	0.6
CCOC(=O)N1CCN(c2cc(N(C)CCO)c([N+](=O)[O-])c3nonc23)CC1	.	-2.7	.	12.4	.	11.0	.	1.8
CCOc1ccc(C2=Nn3c(nnc3-c3ccco3)SC2)cc1	-13.7	2.5	-10.2	16.3	20.3	1.0	-3.2	17.1
COC(=O)c1ccc(/C=N/NS(=O)(=O)c2cc(C)ccc2C)cc1	-9.7	5.9	33.2	37.6	9.9	9.7	-1.5	4.5
CC(=O)c1cccc(NC(=O)CO/N=C2/CCCc3nonc32)c1	-21.2	-5.5	10.6	2.5	-8.7	-0.7	-16.8	4.8
CCOC(=O)N1CCC(N2Cc3cccc(C(=O)Nc4ccc(OC)c(OC)c4)c3C2=O)CC1	3.3	4.3	11.3	6.2	26.0	-7.8	7.9	-5.0
CC(=O)Nc1ccc(N=Nc2ccccc2)cc1[N+](=O)[O-]	.	-29.1	.	13.7	.	1.3	.	-12.0
C/C(=N\NC(=O)CC1N=C(Cc2ccccc2)NNC1=O)c1ccccc1 (stereo unspecified)	4.2	-1.9	7.2	-1.2	8.8	1.7	1.5	7.5

# (cont.)
mol	UBC13 inh	Gli-Sufu block	APJ antagonist	CCR6 antag	697 NFkB inh	CXCR6 inh	Jurkat NFkB inh	EBI2 antag
CCCn1[nH]cc(SC)c(=O)c1=O	-13.8	2.0	-30.9	-13.9	5.6	-1.6	-15.9	-7.3
N#CC1(c2ccccc2)CCCN1C(=O)c1ccc(Br)cc1 (stereo unspecified)	1.1	-4.5	12.5	4.7	7.2	2.6	-5.6	2.0
CCOC(=O)C(C)Sc1nnc(NC(=O)c2ccc(C)c([N+](=O)[O-])c2)s1 (stereo unspecified)	-17.1	1.1	-1.8	6.6	-13.5	1.2	0.6	-3.3
Cc1ncc([N+](=O)[O-])n1CC(=O)NCc1ccccc1	-5.4	-4.6	12.5	-13.3	11.8	0.4	14.9	-0.2
COc1ccc(N2CCN(C3CCCN(Cc4ccc(F)cc4Cl)C3)CC2)cc1 (stereo unspecified)	-0.7	31.5	17.3	19.2	-16.3	4.0	2.7	0.1
COc1ccccc1C(CC(=O)c1ccccc1)CC(=O)c1ccccc1	-6.0	-2.0	0.8	20.2	16.8	-7.0	4.1	11.1
Cc1ccc(S(=O)(=O)NCCOc2cc(C)ccc2C)cc1	2.1	-13.7	-37.1	7.9	6.9	-11.9	12.2	10.2
O=C(CSc1nc(-c2ccc(F)cc2)nc2c1Cc1ccccc1O2)Nc1cccc(C(=O)O)c1	.	5.4	.	51.9*	.	2.6	.	-2.9
CCOc1ccccc1/C=N/NC(=O)CNC(=O)c1cccs1	-2.4	26.8	7.9	5.0	22.2	-6.5	3.4	-4.3
Cc1ccc(NC(=O)CNC(=O)COc2ccccc2)nc1	-1.0	11.1	-17.5	1.4	11.4	-1.7	-3.2	9.0
Cn1nc(C(=O)N2CCN(S(=O)(=O)/C=C/c3ccccc3)CC2)c2ccccc2c1=O	-8.5	5.1	11.6	7.3	14.7	-0.3	15.9	3.0
CS(=O)(=O)N(Cc1ccccc1)c1ccc(C(=O)NCCSc2ccccn2)cc1	10.1	2.0	5.1	10.4	9.1	3.8	0.5	4.0
CCOc1ccccc1NC(=O)Nc1ccc(Br)cc1C	4.3	0.7	-2.5	12.4	-5.2	-7.6	-3.3	-1.3
Cc1csc(C)[n+]1CC(=O)c1ccccc1	-5.1	14.9	13.8	4.8	3.8	3.3	9.8	-1.0
CCOC(=O)C1(Cc2ccccc2)CCN(Cc2cnn(C(C)C)c2)CC1	-2.4	5.6	-6.3	17.9	-0.2	2.3	8.1	-2.6

# Among those listed so far, these have bromine.
mol	UBC13 inh	Gli-Sufu block	APJ antagonist	CCR6 antag	697 NFkB inh	CXCR6 inh	Jurkat NFkB inh	EBI2 antag
N#CC1(c2ccccc2)CCCN1C(=O)c1ccc(Br)cc1 (stereo unspecified)	1.1	-4.5	12.5	4.7	7.2	2.6	-5.6	2.0
CCOc1ccccc1NC(=O)Nc1ccc(Br)cc1C	4.3	0.7	-2.5	12.4	-5.2	-7.6	-3.3	-1.3

# (more compounds)
mol	UBC13 inh	Gli-Sufu block	APJ antagonist	CCR6 antag	697 NFkB inh	CXCR6 inh	Jurkat NFkB inh	EBI2 antag
O=C(Nc1cccc(-c2ccc(N3CCOCC3)nn2)c1)c1ccc([N+](=O)[O-])cc1	5.3	-40.6	-108.0	-5.4	-48.8	-20.0	-66.1	-1.7
COc1cc(Cl)cc(/C=C/c2ccc3ccccc3n2)c1OC(C)=O	-5.0	-46.5	-7.0	-2.8	-176.9	-5.1	-100.4	3.9
COc1cc(Cl)cc(C(c2c(C(=O)O)[nH]c3ccccc23)c2c(C(=O)O)[nH]c3ccccc23)c1O	.	1.8	.	2.8	.	-8.7	.	-3.2
CC(C)c1cc(C(=O)Nc2cc(Br)ccc2O)no1	2.7	8.3	-13.0	6.7	-68.4	1.5	-32.7	-0.8
CCOC(=O)N1CCC(N2CCN(Cc3ccc(F)c(F)c3)C(CCO)C2)CC1 (stereo unspecified)	6.1	17.0	9.3	5.0	22.7	-8.8	4.2	-5.0
O=C(Cn1cnc2ccccc2c1=O)NCCC(=O)Nc1ccc(F)cc1	2.9	15.1	-4.6	0.3	6.7	9.1	14.7	-3.2
O=C(C1CCC(=O)N(C2CC2)C1)N1CCC(Oc2cccc(F)c2)CC1 (stereo unspecified)	7.4	-17.6	22.2	-1.7	9.0	-1.3	13.1	-22.7
O=C(CCc1nc2ccccc2c(=O)[nH]1)NC1CCN(Cc2ccccc2)CC1	5.9	10.8	3.4	2.1	-2.9	-2.8	-2.2	-0.8
COc1cc(NS(=O)(=O)c2ccc(C)cc2C)cc(OC)c1OC	4.2	53.3	1.1	-9.3	12.7	-12.9	30.2	1.7
CCCCN(C(=O)C1CC(=O)N(c2ccc3c(c2)OCCO3)C1)c1c(N)n(CCC)c(=O)[nH]c1=O (stereo unspecified)	4.8	-9.6	-12.3	-1.5	-14.3	-5.9	-0.5	-8.7
O=C1C(=Cc2ccco2)CCC1=Cc1ccco1	.	0.1	.	19.3	.	1.0	.	-5.9
Cc1cccc(C)c1N=Cc1c(C(F)(F)F)[nH][nH]c1=O	3.2	4.9	14.6	5.8	14.0	7.2	3.1	0.4
CCCCCCCN(C(=O)CCl)c1ccccc1C	3.1	-4.2	-13.5	1.0	0.7	-4.4	-1.8	12.0
CC(C)NC(=O)Nc1n[nH]c(Nc2ccc(Cl)cc2)n1	5.8	0.0	18.2	-5.6	-2.2	-6.2	-13.6	5.8
C=CCn1c(SCc2nnc(-c3ccccc3)o2)nnc1C(O)c1ccccc1 (stereo unspecified)	-2.8	3.2	20.3	-21.4	1.3	-4.4	-3.0	-3.9

# (cont.)
mol	UBC13 inh	Gli-Sufu block	APJ antagonist	CCR6 antag	697 NFkB inh	CXCR6 inh	Jurkat NFkB inh	EBI2 antag
Cc1c(NC(=O)CCC(=O)N2CCCCC2)c(=O)n(-c2ccccc2)n1C	-3.9	3.8	-1.2	0.3	18.8	7.5	-7.5	-1.8
CN1CCN(C2CC(=O)N(Cc3ccc(N4CCCC4=O)cc3)C2=O)CC1 (stereo unspecified)	-6.7	2.5	8.6	-6.4	4.7	-3.9	-4.9	-6.2
COc1cccc(C(=O)Nc2c3c(nn2-c2ccc([N+](=O)[O-])cc2)CS(=O)(=O)C3)c1	-1.1	-13.7	29.3	28.5	-9.2	12.5	1.4	17.4
O=C(NCc1ccco1)C(=S)N1CCCCC1	-8.2	1.3	10.5	5.0	-2.1	-3.6	0.3	-1.1
